Assay outcomes as filed in PubChem BioAssay.
Shiga toxin inh: A qHTS for Small Molecule Inhibitors of Shiga Toxin. Vero cells, Shiga toxin protein synthesis inhibition reporter. inhibition, % at 38.7 µM. 9.2% of 290,000 active; in the data active = inhibition mostly above about 28%, no sharp cut-off; inactive = mostly below about 43%; also: 0% is about no effect
AmpC inh detg: qHTS Inhibitors of AmpC Beta-Lactamase (assay with detergent). Potency, µM (top dose mostly 114 µM), for the others: at the top dose activity change, negative = inhibition, usual class: inhibitors. 0.041% of 370,000 active. AmpC hydrolysis of nitrocefin, absorbance 480 nm, 0.01% Triton;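 also: potency is read from the fitted curve at half-maximal effect; 0% = no-compound wells and -100% = no-enzyme wells; nearly all actives have a fitted effect of over 25% in size; some results filed as inactive show a strong effect at the top dose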
Target sequence (P00811 whole entry, looked up): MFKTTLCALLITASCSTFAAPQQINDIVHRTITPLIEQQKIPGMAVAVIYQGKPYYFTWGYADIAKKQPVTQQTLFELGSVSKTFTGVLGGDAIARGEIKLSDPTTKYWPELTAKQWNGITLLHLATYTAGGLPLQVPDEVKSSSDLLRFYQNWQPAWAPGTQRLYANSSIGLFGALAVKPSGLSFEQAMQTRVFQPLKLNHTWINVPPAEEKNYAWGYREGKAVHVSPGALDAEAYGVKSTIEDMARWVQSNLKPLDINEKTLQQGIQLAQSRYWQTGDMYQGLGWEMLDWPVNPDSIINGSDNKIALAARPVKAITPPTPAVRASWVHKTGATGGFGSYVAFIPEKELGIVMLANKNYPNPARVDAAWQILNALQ
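AmpC (5.3 nM in the dispensed reagent) in 20 mM phosphate pH 7.0 with 0.01% (detergent screen) or 0.0001% Triton X-100 was preincubated with compounds for 15 min at room temperature. Nitrocefin was then added from an 800 uM solution, and hydrolysis was followed at 480 nm.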
AMA1 RON2 block: qHTS for Inhibitors of AMA1-RON; Towards Development of Antimalarial Drug Lead: Primary Screen. Plasmodium falciparum AMA1 (3D7) - RON2 peptide interaction. AlphaScreen AMA1-biotinylated RON2 peptide binding. Potency, µM (doses to about 58.2 µM), inactives show top-dose activity change, negative = inhibition, most hits filed as inhibitors. 0.2% of 360,000 active. AID 720542, 2013;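 also: potency is read from the fitted curve at half-maximal effect; 0% = vehicle wells and -100% = peptide control; nearly all actives have a fitted effect of over 45% in size; some results filed as inactive show a strong effect at the top dose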
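AMA1 (3D7) with his tag at 25 nM final met compounds first, then biotinylated RON2 peptide at 25 nM; detection used donor plus acceptor beads, 10 µg/mL apiece, read by AlphaScreen after 30 min at room temperature.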
HCMV inh: qHTS Assay for inhibitors of the human cytomegalovirus (HCMV); HFF cells, HCMV-luciferase reporter, 72 h; active compounds read low; AID 1259415, 2018; activity change, negative = inhibition, % at 57.5 µM; 4.5% of 410,000 active; in the data active = activity change below about -60%; inconclusive = no clear call, values can overlap the other calls; inactive = above about -39%; also: % is scaled to controls: 0 for no effect and ±100 for the full control effect
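Screen run at 2 compound doses on HFFs infected with reporter HCMV, MOI 1 PFU/cell. Luciferase activity from cell lysates at 72 h post infection gave inhibition relative to buffer-only and Salinomycin wells.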
AmpC inh no detg: qHTS Inhibitors of AmpC Beta-Lactamase (assay without detergent). P00811. AmpC nitrocefin hydrolysis, absorbance 480 nm, 0.0001% Triton. Potency, µM (doses to about 57.1 µM), inactives show top-dose activity change, negative = inhibition, most hits filed as inhibitors. 0.52% of 330,000 active;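 also: potency is read from the fitted curve at half-maximal effect; plate controls were no compound for no effect and no enzyme for full effect; nearly all actives have a fitted effect of over 20% in size; some results filed as inactive show a strong effect at the top dose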
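20 mM phosphate pH 7.0 + 0.01% (detergent screen) or 0.0001% Triton X-100; 5.3 nM AmpC reagent; cpd preinc 15 min RT; nitrocefin (800 uM stock) to start; A480 q20 s × 4 min; Activity was normalised to no-enzyme and no-compound control wells.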
Cycloheximide cs: Cycloheximide Counterscreen for Small Molecule Inhibitors of Shiga Toxin. cell reporter, cycloheximide protein synthesis inhibition counterscreen. max response, %. 12% of 300,000 active. AID 2314, 2010; in the data active = max response mostly above about 13%, no sharp cut-off; inactive = mostly below about 14%; also: read at 38.3 µM for the half of the compounds with a filed dose; 0% is about no effect
Giardia FBPA inh: qHTS Assay for Inhibitors of Fructose-1,6-bisphosphate Aldolase from Giardia Lamblia | 0.71% of 290,000 active | A8B2U2 | purified Giardia FBPA | Potency, µM (top dose mostly 59.6 µM), without a hit: top-dose activity, negative = inhibition, most hits filed as inhibitors; also: potency is read from the fitted curve at half-maximal effect; % is scaled to controls: 0 for no effect and ±100 for the full control effect; nearly all actives have a fitted effect of over 55% in size
Target sequence (A8B2U2 whole entry, looked up): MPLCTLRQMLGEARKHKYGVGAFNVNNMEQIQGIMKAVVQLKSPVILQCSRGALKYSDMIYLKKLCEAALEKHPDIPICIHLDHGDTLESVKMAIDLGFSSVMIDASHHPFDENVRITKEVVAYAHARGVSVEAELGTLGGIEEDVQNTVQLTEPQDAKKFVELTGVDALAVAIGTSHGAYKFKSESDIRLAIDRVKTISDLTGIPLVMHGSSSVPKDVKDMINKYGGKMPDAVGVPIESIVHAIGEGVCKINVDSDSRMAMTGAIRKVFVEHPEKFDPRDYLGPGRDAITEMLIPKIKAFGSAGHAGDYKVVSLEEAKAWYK
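Giardia FBPA (40 nM reagent) was preincubated 10 min at RT with compound (up to 57.5 uM final), then substrate plus GAPDH/TPI/NAD/arsenate coupling system with diaphorase/resazurin was added; resorufin fluorescence (525/598 nm) was read after 20 min.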
* = called active by the depositor; ? = inconclusive; . = no result given; & = joins results of further samples; [ ] = dose if it differs, or a comment. Unless noted, calls follow the shape of the dose curve; as a rule, active = well fitted curve in the direction sought with a large enough effect; inconclusive = small, poorly fitted or top-dose-only effect, or another doubt; inactive = no such curve, though single readings can be large; an effect the other way counts as inactive or inconclusive. Not a hit list (roughly 16% active in at least one column).

SMILES	Shiga toxin inh	AmpC inh detg	AMA1 RON2 block	HCMV inh	AmpC inh no detg	Cycloheximide cs	Giardia FBPA inh
C/C(=N/NC(=O)c1cc(C(C)C)[nH]n1)c1cccs1	39	-11%	13%	105	-18%	16	-1%
CCOC(=O)CCCNC(=O)c1cncc(O)c1	-10	-3%	-10%	4	-4%	5	-8%
NC(=O)c1ccc(NC(=O)CNC(c2ccccc2)c2ccccc2)cc1	-7	-6%	-7%	-21	-5%	-5	5%
CSc1nc2ccccc2n1CC(=O)Nc1ccc(C)c(C)c1	-10	?	2%	?	-42%	-3	4%
O=c1c(Cl)c(N2CCN(c3ccccc3)CC2)cnn1C12CC3CC(CC(C3)C1)C2	-13	-8%	-1%[11.6 µM]	?	-10%	9	6%
C[C@]12CC[C@@H](O)CC1=CC(=O)C1C2CC[C@]2(C)C(=O)CCC12 (stereo not given in full)	.	.	17%	-19	-20%	.	.
Cc1ccc2cc3c(N)c(C(=O)N4CC(=O)Nc5ccccc54)sc3nc2c1	3	-10%	.	.	-34%	4	-10%
C#CCOCCOCCOCCNc1nc(N2CCN(C(=O)[C@H]([C@@H](C)CC)n3cc([C@@H](N)Cc4ccc(O)cc4)nn3)CC2)nc(N2CCN(C(=O)[C@H]([C@@H](C)CC)n3cc([C@@H](N)Cc4ccc(O)cc4)nn3)CC2)n1	-7	1%	4%	-20	175%[activator]	-4	0%
Cc1nc2ccc(NS(=O)(=O)c3ccc(F)c(C)c3)cc2[nH]1	-10	-12%	-2%	-60*	6%	-1	?
Cc1cccc(C(=O)NC2CCN(S(=O)(=O)c3ccccc3)CC2)c1	-22	-1%	-10%	?	-11%	-4	1%
COc1cccc(CNc2ccc(S(N)(=O)=O)cc2)c1OCc1ccccc1F	-1	-10%	-3%[2.32 µM]	-26	-41%	-5	-8%
C=CC[C@@H](CC(=O)NCCO)C(=O)N[C@@H](C)COC(=O)[C@H](CC=C)CC(=O)OC(C)(C)C	.	.	-3%	-12	39%	.	.
COc1cc(OC)c(-c2nc3c[n+](CC(=O)c4ccccc4)ccc3n2C)cc1OC	15	3%	9%	-9	-1%	-2	16%
O=C(CN1c2cccc3cccc(c23)S1(=O)=O)Nc1ccc(S(=O)(=O)N2CCOCC2)cc1	17	5%	-4%	-9	?	-1	?
O=C(c1ccccc1)c1ccc(C(=O)N2CCN(c3ccccc3)CC2)cc1	31	-4%	?	-10	27%	11	.
COc1ccc(Cc2nnc(SCC(=O)N(c3ccccc3)C(C)C)n(N)c2=O)cc1	.	-13%	23%	-21	22%	.	.
O=C1C=C(/C=C/C2C=CC=CC2)C[C@@H](c2ccc(Cl)cc2)C1 (stereo not given in full)	.	7%	-23%	22	-1%	.	.
Cc1nc2oc3ccccc3c(=O)c2c(=O)n1Cc1ccccc1	-26	?	1%	-24	-49%	-3	4%
CCOC(CNC(=O)c1ccc2c(c1)nc(C)n2-c1cccc(F)c1)OCC	-2	1%	19%	-16	26%	-2	-1%
CNC(=O)c1ccc(-n2cccn2)nc1	-8	?	26%	-31	-22%	11	-2%
CC(=O)Nc1ccc(S(=O)(=O)N(C)CC(=O)OCC(=O)NC(C)C23CC4CC(CC(C4)C2)C3)cc1 (stereo not given)	-6	?	3%	-5	131%[activator]	-1	17%
CCOC(=O)/C=C(C)\C=C\c1c[nH]c2ccccc12	56*	0%	-24%	1	-38%	30*	-9%
CCN(CC)S(=O)(=O)c1ccc(N2CCOCC2)c(NC(=O)COc2ccc(OC)cc2)c1	.	4%	-8%	-37	51%	.	.
COc1ccc(CCNC(=O)CN(c2ccccc2OC)S(=O)(=O)c2ccc(C)cc2)cc1	-4	14%&-7%	-5%	41&-13	68%[activator]	-2	6%
COc1ccc2c(CC(=O)NC(Cc3ccc(Cl)cc3)C(=O)O)cc(=O)oc2c1C (stereo not given)	2	-9%	-1%	-27	22%	-1	-8%
The results go on:
SMILES	Shiga toxin inh	AmpC inh detg	AMA1 RON2 block	HCMV inh	AmpC inh no detg	Cycloheximide cs	Giardia FBPA inh
O=C(O)c1cnn2c(C(F)(F)F)cc(-c3ccco3)nc12	-8	?	5%	0	-19%	-7	-6%
CN(C1CCCCC1)S(=O)(=O)c1ccc2c(c1)c(=O)c(C(=O)NCCCN1CCCC1)cn2C	-3	-3%	-4%	-23	-7%	-7	14%
CCCN(CCC)CC(O)COc1ccc([N+](=O)[O-])cc1 (stereo not given)	-15	7%	13%	-7	-18%	3	5%
COc1ccc2ccccc2c1/C=N/NC(=O)c1cccc([N+](=O)[O-])c1	3	7%	4%	-62*	-13%	3	0%
CCOC(=O)[C@@H]1[C@H]2COc3ccc(Br)cc3[C@H]2N2C(=O)N(c3ccc(C)cc3)C(=O)[C@]12C	-6	3%	-2%	?	53%	-2	2%
N#CCOc1nc(N2CCCCC2)nc(N2CCCCC2)n1	6	-5%	-3%	-37	53%	-2	1%
COc1ccc(OC)c(-n2c(SCC(=O)Nc3cccc(S(N)(=O)=O)c3)nc3ccccc3c2=O)c1	9	10%	-4%	-38	-39%	5	0%
COc1ccc(CC(=O)Nc2ccc(-c3ccc4nnc(C)n4n3)cc2)cc1OC	-2	-5%	-2%	167	49%	-1	-2%
O=C(O)/C(=C\c1ccccc1OC(F)F)Sc1nnc(-c2ccc(F)cc2)o1	-10	-5%	58%[activator]	-12	-34%	0	2%
Cc1cccn2c(=O)c3cc(C(=O)NCCN4CCOCC4)c(=N)n(CCCN4CCOCC4)c3nc12	-10	-2%	44%[activator]	-2	-2%	-3	7%
COc1cc(C2Nc3cccc4cccc(c34)N2)cc(OC)c1OC(C)=O	-11	2%	-11%	-15	-31%	0	?
C/C=C(\C)C(=O)Nc1cccc(C2=NOC3(C2)C[C@H](C(N)=O)N(C(=O)c2cc([N+](=O)[O-])cc([N+](=O)[O-])c2)C3)c1 (stereo not given in full)	-6	-9%	-6%	7	54%	-3	-15%
COC(=O)c1ccccc1NS(=O)(=O)c1ccc(Cl)nc1	-11	-3%	-5%	-19	-18%	-1	-7%
Cc1ccc(-n2c(SCC(=O)N3CCCCC3)nc(O)cc2=O)cc1	-31	1%	0%	21	-19%	-2	4%
COCCCNC(=S)N/N=C/c1cccc(OC)c1O	49*	-2%	45%[activator]	-3	-9%	42*	8%
CCc1ccc(NS(=O)(=O)c2ccc3oc(=O)ccc3c2)cc1	37	-1%	-7%	-66*	-18%	-4	-7%
N#Cc1c(-c2ccccc2)cc(-c2ccccc2)nc1SCC(=O)NCC(=O)O	-6	-1%	0%	-28	-18%	1	?
COc1ccccc1N1CCN(C2=Nc3cccc4cccc2c34)CC1	69	-1%	?	-6	67%[activator]	34*	-29%
CCOC(=O)c1c(Cc2ccc(Cl)cc2)c[nH]c1C	76	-4%	10%	-31	-18%	27*	1%
CCn1c(SCC(=O)N/N=C/c2c[nH]c3ccccc23)nnc1-c1ccc(C(C)(C)C)cc1	4	-11%	0%[2.32 µM]	-75*	14%	1	-6%
CCN1C(=O)[C@H]2[C@@H](c3ccc(C)cc3)N3C(=O)N(c4ccc(C)cc4)C(=O)[C@@]3(C)[C@H]2C1=O	20	-10%	-2%	24	-4%	3	-2%
O=C(N/N=C/C=C/c1ccco1)c1ccccc1Cl	42	-14%	53%[activator]	7	-43%	18	-27%
COC(=O)c1cc(NC(=O)c2c(-c3ccccc3)noc2C)ccc1N1CCOCC1	15	1%	13%	37	51%	-2	.
CC(=O)N1c2ccc(S(=O)(=O)N3CCC(C(=O)Nc4cc(C)ccn4)CC3)cc2CC1C (stereo not given)	-3	0%	-3%	-69*	55%	1	14%
Cc1ccc(SCC(=O)NCC2COc3ccccc3O2)cc1 (stereo not given)	.	?	?	-65*	0%	.	.

Sorted by length of the SMILES (smallest number first): some entries from above
SMILES	Shiga toxin inh	AmpC inh detg	AMA1 RON2 block	HCMV inh	AmpC inh no detg	Cycloheximide cs	Giardia FBPA inh
O=C(N/N=C/C=C/c1ccco1)c1ccccc1Cl	42	-14%	53%[activator]	7	-43%	18	-27%
COC(=O)c1ccccc1NS(=O)(=O)c1ccc(Cl)nc1	-11	-3%	-5%	-19	-18%	-1	-7%
COc1ccccc1N1CCN(C2=Nc3cccc4cccc2c34)CC1	69	-1%	?	-6	67%[activator]	34*	-29%
Cc1ccc(-n2c(SCC(=O)N3CCCCC3)nc(O)cc2=O)cc1	-31	1%	0%	21	-19%	-2	4%
COC(=O)c1cc(NC(=O)c2c(-c3ccccc3)noc2C)ccc1N1CCOCC1	15	1%	13%	37	51%	-2	.
COc1ccc(OC)c(-n2c(SCC(=O)Nc3cccc(S(N)(=O)=O)c3)nc3ccccc3c2=O)c1	9	10%	-4%	-38	-39%	5	0%
CCOC(=O)[C@@H]1[C@H]2COc3ccc(Br)cc3[C@H]2N2C(=O)N(c3ccc(C)cc3)C(=O)[C@]12C	-6	3%	-2%	?	53%	-2	2%
CCN1C(=O)[C@H]2[C@@H](c3ccc(C)cc3)N3C(=O)N(c4ccc(C)cc4)C(=O)[C@@]3(C)[C@H]2C1=O	20	-10%	-2%	24	-4%	3	-2%
C/C=C(\C)C(=O)Nc1cccc(C2=NOC3(C2)C[C@H](C(N)=O)N(C(=O)c2cc([N+](=O)[O-])cc([N+](=O)[O-])c2)C3)c1 (stereo not given in full)	-6	-9%	-6%	7	54%	-3	-15%

Additional entries
SMILES	Shiga toxin inh	AmpC inh detg	AMA1 RON2 block	HCMV inh	AmpC inh no detg	Cycloheximide cs	Giardia FBPA inh
O=C(O)COc1ccc(C(=O)c2ccccc2)cc1	-11	4%	-5%	-25	-12%	8	15%
COc1cccc(-c2noc(CCC(=O)NC3CCCC3)n2)c1	5	0%	15%	-39	0%	19	.
Fc1ccc(C(CCNCc2ccccn2)c2ccc(Cl)cc2)cc1 (stereo not given)	-7	-2%	42%[activator]	.	38%	-5	-13%
CCS(=O)(=O)N1CCC(C(=O)NCc2ccc(F)cc2)CC1	-5	?	11%	25	-9%	-3	7%
O=[N+]([O-])c1ccc(/C=N/n2cn[nH]c2=S)cc1	-4	1%	67%[activator]	-35	-3%	-3	?
Cc1cc(C(=O)NNC(=O)Cc2ccc(Cl)cc2)c(C)o1	.	-11%	81%[activator]	-24	-19%	.	.
CC1CCCN(C(=O)C2CCN(CCCc3ccccc3)CC2)C1 (stereo not given)	30	?	-6%	12	49%	2	6%
